# Bioassay records as filed in PubChem.
# PI4K2A inh – inhibitors of human PI4K2A | activity change, negative = inhibition, % at 76.9 µM | purified PI4K2A, ADP-Glo luminescence, 1 h; active compounds read low | 0.13% of 420,000 active | Q9BTU6; in the data active = activity change below about -50%; inconclusive = mostly about -30% to -49%;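 note: -100% = wells without enzyme as full effect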
#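 PI4K2A activity was measured by ADP-Glo luminescence: enzyme (4 ug/mL stock) and phosphatidylinositol (1.2 mM stock) in Tris pH 7.5/MgCl2/EGTA/Triton X-100 buffer were reacted with ATP (300 microM stock) for one hour at ambient temperature.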
# Vif-APOBEC3G blk – inhibitors of Vif-APOBEC3G interaction; Potency, µM (doses to about 46.1 µM), for the others: at the highest dose activity, negative = active, hits mostly inhibitors; Q9HC16; 0.076% of 410,000 active; AID 602310; HeLa A3G-eYFP + Vif (tagged APOBEC3G with the HIV-1 protein that degrades it), YFP fluorescence, overnight;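 note: potency is the fitted concentration of half-maximal effect; % is set by controls: 0 for no effect and ±100 for the full control effect; nearly all actives have a fitted effect of over 60% in size; hits raise eYFP signal because A3G escapes Vif-driven loss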
# Target sequence (Q9HC16 whole entry, looked up): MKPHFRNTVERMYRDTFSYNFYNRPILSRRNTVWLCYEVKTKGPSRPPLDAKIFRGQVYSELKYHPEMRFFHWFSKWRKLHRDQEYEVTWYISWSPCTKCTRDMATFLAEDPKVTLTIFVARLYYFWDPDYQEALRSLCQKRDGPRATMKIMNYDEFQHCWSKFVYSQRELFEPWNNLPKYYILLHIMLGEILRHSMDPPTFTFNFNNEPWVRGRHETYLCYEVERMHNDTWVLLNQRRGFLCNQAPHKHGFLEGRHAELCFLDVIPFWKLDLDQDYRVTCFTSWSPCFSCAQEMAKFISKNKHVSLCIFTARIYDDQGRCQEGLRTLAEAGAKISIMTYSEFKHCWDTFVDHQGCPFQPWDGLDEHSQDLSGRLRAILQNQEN
#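 Read-out is eYFP fluorescence (Ex 488/Em 500-530) from Vif-expressing HeLa A3G-eYFP cells; more signal means A3G escaped Vif-mediated degradation. Cells plated overnight, compound pinned in, incubated overnight at 37 deg C.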
# GRP78 ERSR act – induces the endoplasmic reticulum stress response in human glioma cells; U87-MG GRP78 promoter luciferase reporter, 16 h; Potency, µM, for the others: at the highest dose activation, hits mostly activators; 0.02% of 420,000 active; AID 602332; note: potency is the fitted concentration of half-maximal effect; series mostly up to about 76 µM; % of control where 0% means no effect; nearly all actives have a fitted effect of over 35% in size
#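 ERSR induction read as luciferase luminescence (Bright-Glo, 10 min at room temperature) in stably transfected human U87-MG glioma cells exposed to compounds for 16 h, using GRP78 as sensor.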
# USP1-UAF1 inh – USP1/UAF1 (human) deubiquitinase inhibition. 0.23% of 390,000 active. AID 743255. Potency, µM (doses to about 57.1 µM), inactives show at the top dose activity change, negative = inhibition, actives largely listed as inhibitors. O94782. recombinant USP1/UAF1, Ub-Rhodamine cleavage fluorescence; note: potency is the fitted concentration of half-maximal effect; % is set by controls: 0 for no effect and ±100 for the full control effect; nearly all actives have a fitted effect of over 60% in size; inactives centre near -12
#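 Step one: compound is pinned into 1nM USP1/UAF1 in HEPES pH 7.8 buffer with TCEP. Step two: 15 min room-temperature incubation. Step three: Ub-Rho (150nM final) starts cleavage, tracked by fluorescence over six one-minute reads.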
# RXFP1 ag – RXFP1 (human) receptor agonism; AID 2676; Q9HBX9; HEK293T-RXFP1 cAMP TR-FRET, 30 min; response scale: percent of porcine relaxin response, buffer zero; 0.3% of 370,000 active; Potency, µM (series often up to 57.5 µM), without a hit: at the highest dose activation, most hits filed as activators; note: potency is the fitted concentration of half-maximal effect; % is set by controls: 0 for no effect and ±100 for the full control effect; nearly all actives have a fitted effect of over 60% in size; many of its hits are not listed in these tables
#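 cAMP rise read by TR-FRET after 30 min, 37C compound exposure (up to 58 uM) in RXFP1-transfected HEK293 cells with Ro 20174 present. EC50 from Hill-equation fits, with 29 nM porcine relaxin as 100% and buffer as basal.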
# TrxR1 substrate – is turned over as a substrate by rat TrxR1. Potency, µM (series often up to 114 µM), for the others: at the highest dose activity change, negative = substrate turnover. 0.01% of 390,000 active. O89049. purified TrxR1 substrate turnover, NADPH consumption readout. AID 588456; note: potency is the fitted concentration of half-maximal effect; % is set by controls: 0 for no effect and ±100 for the full control effect; nearly all actives have a fitted effect of over 50% in size
# Target sequence (O89049 whole entry, looked up): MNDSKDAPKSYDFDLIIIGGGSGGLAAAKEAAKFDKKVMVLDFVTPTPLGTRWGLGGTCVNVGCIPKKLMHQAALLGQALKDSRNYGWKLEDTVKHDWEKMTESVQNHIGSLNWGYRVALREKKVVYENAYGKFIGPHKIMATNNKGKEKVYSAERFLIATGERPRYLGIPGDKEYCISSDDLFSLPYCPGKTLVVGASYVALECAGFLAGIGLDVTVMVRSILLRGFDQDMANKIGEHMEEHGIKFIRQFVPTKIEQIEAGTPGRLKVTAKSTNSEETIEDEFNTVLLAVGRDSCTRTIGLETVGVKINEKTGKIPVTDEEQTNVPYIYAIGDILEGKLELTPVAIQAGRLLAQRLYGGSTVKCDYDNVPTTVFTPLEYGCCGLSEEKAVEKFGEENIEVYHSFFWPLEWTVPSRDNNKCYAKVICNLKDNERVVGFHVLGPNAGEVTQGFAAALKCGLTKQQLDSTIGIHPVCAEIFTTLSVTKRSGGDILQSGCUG
#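 Rat TrxR1, dispensed at 90 nM, was prereduced with 400 uM NADPH (final) for 5 min at ~22 deg C, then incubated with compound 15 min before 400 uM selenite. A first-read NADPH fluorescence drop versus no-compound background flagged substrates.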
# Vif-APOBEC3F blk – Vif-A3F binding inhibition; 0.2% of 390,000 active; HeLa A3F-eYFP + Vif (tagged APOBEC3F with the HIV-1 protein that degrades it), YFP fluorescence increase; Potency, µM (titrated, usually from 46.1 µM), without a hit: top-dose activity, negative = active; note: potency is the fitted concentration of half-maximal effect; % of control where 0% means no effect; nearly all actives have a fitted effect of over 65% in size
#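 HeLa cells stably expressing A3F-eYFP plus Vif, plated and incubated overnight at 37 deg C, then exposed to compounds overnight at 37 deg C. Blocked degradation read as raised yellow fluorescence (Ex 488/Em 500-530).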
# mIDH1 inhibitor – inhibitors of human mutant IDH1 R132H; O75874; IDH1-R132H enzyme, NADPH consumption, diaphorase/resazurin fluorescence; Potency, µM (highest dose often 76.6 µM), for the others: top-dose activity change, negative = inhibition, actives largely listed as inhibitors; 0.093% of 390,000 active; AID 602179; note: potency is the fitted concentration of half-maximal effect; % is set by controls: 0 for no effect and ±100 for the full control effect; nearly all actives have a fitted effect of over 65% in size
#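 IDH1-R132H (0.5 ug/mL dispensed) in pH 7.5 Tris buffer was preincubated 30 min with compound, then given a substrate mix of 0.016 mM NADPH and 2 mM alpha-KG for 80 min at room temperature; remaining NADPH was read by diaphorase/resazurin fluorescence.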
# LDHA block – inhibitors of human lactate dehydrogenase A; activity change, % (values are at about 110 or 230 µM); 0.15% of 480,000 active; P00338; purified LDHA, NADH/diaphorase-resazurin fluorescence; active compounds read low; AID 1347041; in the data active = activity change below about -30%; inconclusive = mostly about -25% to -30%;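 note: plate controls were DMSO wells for no effect and wells without enzyme for full effect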
#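 Resorufin fluorescence (ex540/em590), read at 0 and 20 min after diaphorase/resazurin addition, reports the NADH left after a 5 min room-temperature reaction of 2 nM human LDH5 with 0.06 mM NADH and 0.2 mM pyruvate.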
# Numbers without * were called inactive; ? = inconclusive; nt = no result given; & = joins results of further samples; [ ] = dose if it differs, or a comment. Unless noted, calls come from the whole dose curve; as a rule, active = well fitted curve in the direction sought with a large enough effect; inconclusive = small, poorly fitted or top-dose-only effect, or another doubt; inactive = no such curve, though single readings can be large; an effect the other way counts as inactive or inconclusive. A portion of the library; rates above refer to the full screens.
SMILES,PI4K2A inh,Vif-APOBEC3G blk,GRP78 ERSR act,USP1-UAF1 inh,RXFP1 ag,TrxR1 substrate,Vif-APOBEC3F blk,mIDH1 inhibitor,LDHA block
COc1ccccc1CCNC(=O)C(=O)NCC1OCCCN1S(=O)(=O)c1ccc(F)cc1C (configuration not stated),0,-2%,-3%,-9%,0.4%,6%[57.1 µM],9%,7%,-3
CC1CC(C)CN(C(=O)C2CC(=O)N(c3ccc4c(c3)OCCO4)C2)C1 (configuration not stated),-17,-1%,1%,-3%,-0.9%,5%,-4%,-1%,1
CC(=O)NCC(=O)N1CCCC(C(=O)c2ccc(Oc3ccccc3)cc2)C1 (configuration not stated),0,-1%,3%,-17%,-0.7%,6%[57.1 µM],3%,0%,-5
COc1cc(C2Nc3ccccc3C(=O)N2c2ccc(Cl)cc2)c(Cl)cc1OCC(=O)O (configuration not stated),-6,-1%,2%,-6%,2.8%,153%[activator],-3%,-9%,-3
Cc1cccc(-n2cc(-c3ccccc3)nc2SCC(=O)Nc2ccccc2Cl)c1,-1,3%,0%,-6%,-2.7%,-5%[57.1 µM],-3%,-4%,-10
Cc1ccc(C(=O)Nc2cccnc2)cc1C,2,0%,-3%,-10%,nt,nt,0%,4%,-3
CC(SCC(=O)Nc1ccccc1Br)c1nc2ccccc2c(=O)[nH]1 (configuration not stated),-9,0%,-3%,?,nt,-4%[57.1 µM],1%,12%,-1
COc1ccc(CN2CCN(c3ccc(F)cc3)CC2)c(OC)c1OC,-5,0%,-4%,-13%,-4.9%,-4%,-16%,1%,-1
CCCC1S/C(=N/N=C/c2ccc(C)cc2)N(Cc2ccc(OC)cc2)C1=O (configuration not stated),2,0%,-5%,-30%,2.2%,-4%,13%,-1%,-1
O=C1Nc2ccccc2C1(O)Cc1ccccn1 (configuration not stated),0,-2%,-1%,4%,3.9%,2%,-8%,4%,-7
CCCN(CCC)C(=O)Cn1nnc2sc(-c3ccccc3)cc2c1=O,1,nt,nt,-21%,-0.3%,0%,nt,nt,0
CC12CCC(C/C1=N\OC(=O)c1c(F)cccc1F)C2(C)C (configuration not stated),-3,0%,3%,-21%,0.1%,-2%,16%,2%,-7
Cc1ccc(C)c(NC(=S)N(C2CCCCC2)C(C)c2cccnc2)c1 (configuration not stated),5,1%,-4%,-9%,0.7%,2%,-8%,-3%,-4
CN1CCN(C(=O)CCc2nnc3ccc(N4CCC5(CC4)OCCO5)nn23)CC1,-2,2%,-7%,-18%,?,0%,-4%,0%,-1
CCC(=O)C1CCCN(C(=O)c2ccc(OC)c(OC3CCN(C(C)=O)CC3)c2)C1 (configuration not stated),-4,1%,7%,-18%,2.5%,5%,-8%,-15%,-4
CCC(C(=O)NC1CCCCC1)N(C(=O)c1snc(C(N)=O)c1N)c1ccc(OC)cc1OC (configuration not stated),-3,-6%,-4%,-5%,-1.6%,-1%[57.1 µM],13%,-14%,-7
O=C(Nn1c(C2CCC2)nc2ccccc2c1=O)C1CCC1,3,-1%,-2%,-4%,0.9%,-5%,-12%,8%,-4
COC(=O)[C@H]1C[C@H](O)CN1S(=O)(=O)c1ccc(Br)cc1F,-4,1%,1%,-30%,nt,-6%,-5%,10%,0
Cc1ccc(COc2ccc(/C=N/NC(=O)c3ccc(CN4CCOCC4)cc3)cc2)cc1,-1,0%,4%,7%,3.7%,2%[57.1 µM],-4%,-7%,-5
COCCCn1c(=O)c2sccc2n2c(CCCC(=O)NCC3CCCO3)nnc12 (configuration not stated),3,-1%,-5%,-18%,?,19%,3%,-8%,1
CCn1c(SCC(=O)Nc2cccc(F)c2)nnc1-c1cc2cc(Br)ccc2o1,2,-11%,-3%,0%,?,13%[57.1 µM],1%,0%,-17
CCOc1ccc(CCNC(=O)COC(=O)C2CC2)cc1OCC,-1,-2%,-3%,-21%,0.9%,7%,1%,4%,-2
Cc1cccc(Nc2nc(N3CCN(C)CC3)nc(N)c2[N+](=O)[O-])c1,-7,0%,0%,-24%,-0.9%,-14%,0%,1%,0
CCOC(=O)c1c(-c2ccccc2)c2cc(OC)ccc2n1CCCN(C)C,-2,-1%,-1%,-15%,2.4%,8%,-10%,-7%,1
CCCCN(CC)CCNC(=O)c1cc2c(-c3ccccc3F)nn(C)c2s1,-2,-1%,-8%,0%,-3.9%,36%[activator],2%,-9%,3
O=C(CCN1CCN(c2ccccc2)CC1)N/N=C/c1ccc(O)c(O)c1O,-19,-3%,-2%,-23%,-0.1%,-3%,-8%,8%,11
CCN(CC)C(=O)c1ccc(Oc2ccc([N+](=O)[O-])cc2Cl)cc1,-4,0%,-3%,-5%,-0.5%,3%[57.1 µM],7%,7%,-1
Cc1cc(-c2nnc(SCC(=O)Nc3ccccc3Cl)n2C)no1,6,0%,-2%,?,-1.6%,5%[57.1 µM],-6%,3%,-7
COc1cc(NC(=S)NCCc2c[nH]c3ccccc23)c(OC)cc1Cl,-3,-13%,-6%,-8%,-2.1%,-1%,-4%,5%,-3
CC(=O)Nc1cc(C(=O)Nc2ccc3c(c2)N(C)C(=O)c2ccccc2S3)ccc1C,0,4%,-2%,-2%,0.6%,-3%[57.1 µM],2%,-9%,-1
CCOC(=O)N1CCN(c2c(N3CCN(c4ccc(OC)cc4)CC3)c(=O)c2=O)CC1,-7,-3%,-4%,-23%,-1.0%,-7%,-1%,-1%,0
O=C(COC(=O)CNS(=O)(=O)c1ccc(Cl)cc1)NC1CCCCC1,4,1%,-3%,1%,-0.3%,-8%[57.1 µM],0%,-4%,-15
Cc1cc(C(=O)N2CCCC(N3CCN(c4ccc(F)cc4)CC3)C2)c(C)o1 (configuration not stated),-2,2%,-4%,-23%,-2.7%,-3%,-2%,0%,-3
CCc1cc(=O)oc2cc(OC(=O)CN3C(=O)NC4(CCCC4)C3=O)ccc12,11,-1%,-2%,-19%,12%,114%[activator][57.1 µM],-13%,5%,-3&0
CCOC(=O)c1nc2sc3c(c2c(=O)[nH]1)CCCC3,3,2%,-3%,-7%,3.0%&4.4%,416%[activator],-2%,6%,6
Oc1ccc(N=Nc2ccccc2-c2nn[nH]n2)c(O)c1,-9,3%,0%,?,0.3%,?,10%,13%,4
Cc1c(Cc2ccccc2)c(=O)oc2cc(OCC(=O)N3CCC(C(N)=O)CC3)ccc12,-4,-3%,-2%,-14%,2.9%,201%[activator],2%,8%,3
COc1ccccc1CNC(=O)c1sccc1C,1,0%,5%,-7%,1.4%,5%,2%,-4%,-8
COc1ccc(C(=O)NCc2c(C)oc(C)c2C(=O)O)cc1,-1,-4%,4%,?,1.0%,6%[57.1 µM],4%,4%,-8
Cc1cccc(-c2noc(-c3ccccc3NC(=O)C3CC(=O)N(c4ccccc4C)C3)n2)c1 (configuration not stated),0,2%,0%,-7%,-4.9%,14%,8%,-15%,-7
CCOc1ccc(-c2nnc(Nc3ccc(S(N)(=O)=O)cc3)c3ccccc23)cc1,-3,0%,5%,2%,4.4%,1%,0%,3%,-5
CC1(NC(=O)Cc2ccc(Cl)c(Cl)c2)CCS(=O)(=O)C1 (configuration not stated),9,0%,-3%,-7%,-3.1%,3%,-5%,-4%,-3

# Arranged by molecular weight (rising): part of the list above
SMILES,PI4K2A inh,Vif-APOBEC3G blk,GRP78 ERSR act,USP1-UAF1 inh,RXFP1 ag,TrxR1 substrate,Vif-APOBEC3F blk,mIDH1 inhibitor,LDHA block
COc1ccccc1CNC(=O)c1sccc1C,1,0%,5%,-7%,1.4%,5%,2%,-4%,-8
CCOC(=O)c1nc2sc3c(c2c(=O)[nH]1)CCCC3,3,2%,-3%,-7%,3.0%&4.4%,416%[activator],-2%,6%,6
COc1ccc(C(=O)NCc2c(C)oc(C)c2C(=O)O)cc1,-1,-4%,4%,?,1.0%,6%[57.1 µM],4%,4%,-8
CC1(NC(=O)Cc2ccc(Cl)c(Cl)c2)CCS(=O)(=O)C1 (configuration not stated),9,0%,-3%,-7%,-3.1%,3%,-5%,-4%,-3
CCc1cc(=O)oc2cc(OC(=O)CN3C(=O)NC4(CCCC4)C3=O)ccc12,11,-1%,-2%,-19%,12%,114%[activator][57.1 µM],-13%,5%,-3&0
Cc1cc(C(=O)N2CCCC(N3CCN(c4ccc(F)cc4)CC3)C2)c(C)o1 (configuration not stated),-2,2%,-4%,-23%,-2.7%,-3%,-2%,0%,-3
Cc1c(Cc2ccccc2)c(=O)oc2cc(OCC(=O)N3CCC(C(N)=O)CC3)ccc12,-4,-3%,-2%,-14%,2.9%,201%[activator],2%,8%,3
